High-throughput results: PubChem, National Center for Advancing Translational Sciences (NCATS)
p53ts 39C kill: kills p53ts cells at the nonpermissive temperature; H1299-p53A138V viability at 39C, ATP luminescence, 24 h; Potency, µM (titrated, usually from 46.1 µM), without a hit: at the top dose activity change, negative = cell killing, usual class: cytotoxic; 130,000 tested, 1.5% active; also: nearly all actives have a fitted effect of over 55% in size
p53ts 32C kill: kills p53ts cells at the permissive temperature. H1299-p53A138V at 32C, ATP luminescence viability, 24 h. 130,000 tested, 0.93% active. Potency, µM (series often up to 46.1 µM), for the others: at the top dose activity change, negative = cytotoxicity, most hits filed as cytotoxic;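 also: 0% = DMSO and -100% = full killing by reference compound; nearly all actives have a fitted effect of over 55% in size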
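Cells: H1299 p53ts (A138V), 600/well, pre-incubated 16–30 h at 37C. Cpd up to 46 uM, 24 h, 32C. Readout: ATPlite luminescence, 20 min RT. Normalization: DMSO vs tamoxifen 100 uM. AC50 by Hill equation.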
Peg3 imprint: induces erasure of genomic imprints in mouse ES cells; mouse ES Peg3-LacZ reporter, beta-gal luminescence, 40 h; Potency, µM (titrated, usually from 60.7 µM), without a hit: at the highest dose activity change, positive = activation, most hits filed as activators; 110,000 tested, 0.02% active; AID 1948;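 also: 0% = negative control wells on the plate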
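Each well holds 300 Peg3LacZ-Neo (maternal) female ES cells incubated 40 h at 37C, 5% CO2. LacZ is measured by BetaGlo luminescence, with AC50 and maximum efficacy derived from dose-response curves.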
IkB sig inh: suppresses IkB signaling in ABC-DLBCL reporter cells; ABC-DLBCL IkBa-CBG/CBR dual luciferase ratio, 4 h; response scale: scaled: untreated 0%, proteasome inhibitor 100%; Potency, µM (titrated, usually from 57.1 µM), for inactives: top-dose IkBa stabilization activation; 110,000 tested, 0.04% active; AID 445; active = well fitted curve in the direction sought with a large enough effect in the signal ratio, not every such curve was filed as active; inconclusive = small, poorly fitted or top-dose-only effect, or a change in a side signal; the % refers to the signal ratio;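 also: the direction sought is a rising ratio; 0% = basal untreated cells and 100% = reference inhibitor full response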
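Curves were fitted separately to fusion (green), unfused (red) and ratio luminescence, then classed by r2, magnitude and activity. Cells: OCI-Ly3, 4 h compound plus doxycycline at 37C; 10 uM MG-132 defined full response.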
* marks the source's active call; other numbers are inactive results; ? = inconclusive; nt = no result given; [ ] = remark or other dose. Unless noted, calls follow the shape of the dose curve; as a rule, active = well fitted curve in the direction sought with a large enough effect; inconclusive = small, poorly fitted or top-dose-only effect, or another doubt; inactive = no such curve, though single readings can be large; an effect the other way counts as inactive or inconclusive. Unless noted, % is scaled to controls: 0 for no effect and ±100 for the full control effect; potency is read from the fitted curve at half-maximal effect.

SMILES | p53ts 39C kill | p53ts 32C kill | Peg3 imprint | IkB sig inh
CCn1c(SCC(=O)Nc2ccccc2)nc2c([nH]c3ccccc32)c1=O | -24% | -5% | 8%[10.9 µM] | -0.8%
COc1ccc(-c2nc(-c3ccncc3)no2)cc1OC | -12% | -10% | -53%[inhibitor] | ?
Cc1ccc(S(=O)(=O)Nc2ccc3[nH]c(=O)sc3c2)cc1C | -18% | -8% | -10%[10.9 µM] | 3.9%
COc1ccccc1CNC(=O)Cn1cnc2ccccc2c1=O | 5% | 7% | -5% | 0.0%
O=C(O)c1cccc(N=Nc2c(S(=O)(=O)O)ccc3c2C(=O)c2ccccc2C3=O)c1O | 6%[9.22 µM] | 14%[9.22 µM] | -21%[10.9 µM] | 2.6%[11.4 µM]
COc1ccccc1NC(=O)C1CCCN(c2ncnc3onc(-c4ccc(F)cc4)c23)C1 (configuration not stated) | 22% | 6% | -13%[10.9 µM] | ?
CC(=O)[C@]1(O)CCC2C3CC(C)C4=CC(=O)C=CC4(C)[C@@]3(F)C(O)C[C@]21C (some centres not stated) | -8% | 0% | -9% | nt
COc1ccc(NC(=O)C2CCCN(S(=O)(=O)c3cccc4nonc34)C2)cc1Cl (configuration not stated) | -11% | 7% | -12%[10.9 µM] | 1.7%
CC(c1ccccc1)n1cc(C(=O)NCC2COc3ccccc3O2)nn1 (configuration not stated) | -6% | 10% | -9% | 1.4%
N=c1sc2ccccc2n1CCS (tested in a mixture with another compound) | -2%[9.22 µM] | 2%[9.22 µM] | -10%[10.9 µM] | -1.5%[11.4 µM]
CCn1cc2nc(SCc3cc(C)ccc3C)n(CCc3ccccc3)c(=O)c2n1 | -10% | -1% | -8%[10.9 µM] | ?
Cc1cccc(N2CCN(C(=O)c3ccc(N4CCCC4=O)cc3)CC2C)c1 (configuration not stated) | -6% | -7% | -15% | ?
Cc1ccc(-n2cc(-c3ccccc3)c3c(NC4CCCC4)ncnc32)cc1 | -28% | 18% | -12%[10.9 µM] | -1.5%
CC(=O)OC1CC2C(C)(C)C(O)CC[C@@]2(C)C2CC[C@@]3(C)C(c4ccoc4)OC(=O)C4OC43[C@]12C (some centres not stated) | 15% | 27% | -40%[inhibitor] | nt
O=C(CSc1nc(O)c(Cc2ccccc2)c(=O)[nH]1)Nc1ccccc1 | 2% | 1% | -8% | ?
CN(C)C(=O)c1ccc(-c2nc(Nc3ccccc3)c3ccccc3n2)cc1 | ? | ? | -10% | -6.1%[11.4 µM]
Cc1ccnc(SCCn2c(N(C)Cc3ccccc3)nc3c2c(=O)n(C)c(=O)n3C)n1 | 12% | -6% | -23% | 1.2%
COc1ccccc1OCC(=O)NCCS(=O)(=O)N1CCN(c2ccccc2OC)CC1 | -17% | -3% | -6%[10.9 µM] | 0.6%
CC(C)NC(=O)CCn1c(SCc2c(F)cccc2Cl)nc2c(sc3ccccc32)c1=O | 9% | 11% | 4%[10.9 µM] | 2.0%
Cc1c(CCNC(=O)C(C)(C)C)sc2nc(-c3ccc(F)cc3)nn12 | ? | -3% | -8%[10.9 µM] | ?
CC1=C(C(=O)OC2CCCCCC2)C(c2ccc(Cl)cc2Cl)CC(=O)N1 (configuration not stated) | ? | 13% | -13%[10.9 µM] | ?
Cc1ccc(NC(=O)c2ccc(NC(=O)N3CCSc4ncccc43)cc2)c(Cl)c1 | ? | 10µM* | -12%[10.9 µM] | 1.2%
Cc1nn(C)c(C)c1NC(=O)CCCSc1nc(-c2ccco2)cc(C(F)(F)F)n1 | -1% | 8% | nt | nt
Cc1cccc(N(C)S(=O)(=O)c2nnc(NC(=O)C3CCCCC3)s2)c1 | -26% | -16% | -9%[10.9 µM] | -0.4%
COc1ccc2c(c1)c1c(c(=O)n(-c3ccccc3)c(=O)n1CC(=O)Nc1ccc(F)cc1)n2C | -13% | 10% | -8%[10.9 µM] | 2.3%

Molecules listed so far that have fluorine:
SMILES | p53ts 39C kill | p53ts 32C kill | Peg3 imprint | IkB sig inh
COc1ccccc1NC(=O)C1CCCN(c2ncnc3onc(-c4ccc(F)cc4)c23)C1 (configuration not stated) | 22% | 6% | -13%[10.9 µM] | ?
CC(=O)[C@]1(O)CCC2C3CC(C)C4=CC(=O)C=CC4(C)[C@@]3(F)C(O)C[C@]21C (some centres not stated) | -8% | 0% | -9% | nt
CC(C)NC(=O)CCn1c(SCc2c(F)cccc2Cl)nc2c(sc3ccccc32)c1=O | 9% | 11% | 4%[10.9 µM] | 2.0%
Cc1c(CCNC(=O)C(C)(C)C)sc2nc(-c3ccc(F)cc3)nn12 | ? | -3% | -8%[10.9 µM] | ?
Cc1nn(C)c(C)c1NC(=O)CCCSc1nc(-c2ccco2)cc(C(F)(F)F)n1 | -1% | 8% | nt | nt
COc1ccc2c(c1)c1c(c(=O)n(-c3ccccc3)c(=O)n1CC(=O)Nc1ccc(F)cc1)n2C | -13% | 10% | -8%[10.9 µM] | 2.3%

The list continues:
SMILES | p53ts 39C kill | p53ts 32C kill | Peg3 imprint | IkB sig inh
O/N=C1\CC/C(=N\O)c2nn(-c3ccc(Cl)cc3Cl)nc21 | -20% | -8% | -22% | -3.3%
CCN1CCN(c2ncnc3sc(C(=O)Nc4ccccc4F)c(C)c23)CC1 | -3% | 3% | -10% | -0.4%
O=C(c1ccccc1)N(Cc1ccc(F)cc1)Cc1nc2ccccc2c(=O)[nH]1 | 2% | -5% | nt | nt
COC(=O)c1ccccc1NC(=O)COC(C)=O | -7% | 16% | -9% | 6.1%
CC(C)NC(=O)Cn1c(=O)nc(-c2ccccc2)c2ccccc21 | -24% | -8% | -9%[10.9 µM] | ?
COc1cc(OC)c(NC(=O)c2cnn(-c3cccc(Cl)c3C)c2C2CCN(C(=O)OC(C)(C)C)CC2)cc1Cl | 0% | 9% | -4%[10.9 µM] | -2.1%
Cc1ccc(S(=O)(=O)N2CCSC2c2ccco2)cc1 (configuration not stated) | 5% | -1% | -14% | 0.2%
COc1ccccc1C1C=C(c2ccc(C)cc2)Nc2nnnn21 (configuration not stated) | 4% | 3% | -8% | 1.1%
CSc1cccc(NC(=O)CN2CCN(Cc3ccccc3C)S2(=O)=O)c1 | -19% | -9% | -5%[10.9 µM] | ?
N/C(=N/O)c1nc(N2CCCCC2)nc(N2CCCCC2)n1 | -9% | 8% | 5% | -2.6%
O=C(N1CCOCC1)N1CCN(Cc2ccccc2)CC1 | -11% | -5% | -6% | -0.1%
COc1ccccc1CNc1ncncc1-c1ccccc1C(F)(F)F | 7% | 16% | -14% | -0.2%[11.4 µM]
O=C(Nc1cc(-c2nc3cc(Cl)ccc3o2)ccc1Cl)c1ccco1 | 11% | -5% | 3%[10.9 µM] | ?
Cc1nc(N2CCN(Cc3nc4ccccc4[nH]3)CC2)c2oc3ccccc3c2n1 | 12% | 9% | -29% | ?
COc1ccccc1CCn1c(=O)c(-c2ccc(F)cc2)nc2cncnc21 | -3% | -2% | nt | 1.2%[11.4 µM]
COc1ccc(NC(=O)CSc2nc(-c3ccccc3)[nH]c2-c2ccccc2)cc1OC | ? | 7% | -10%[10.9 µM] | ?
CCn1c(=O)n(-c2ccc(C)c(F)c2)c(=O)c2sc3ccccc3c21 | 5% | 0% | -10%[10.9 µM] | -0.4%
COc1ccc2c(c1)Cc1sc(NC(=O)c3cccc(Cl)c3)nc1-2 | 25µM* | ? | 11%[10.9 µM] | -1.9%
CCn1cc([N+](=O)[O-])c(C(=O)N2N=C(c3cccc4ccccc34)CC2c2ccccc2O)n1 (configuration not stated) | 19% | 20% | nt | nt
CCCc1ccc(OCc2ccc(C(=O)OC)o2)c(OC)c1 | -5% | -5% | -34%[inhibitor] | ?
CCn1c(CN2CCN(c3ccc(Cl)cc3)CC2)nc2ccccc21 | -11% | -5% | nt | nt
COc1ccc2[nH]c(=O)c(CN(C(=O)c3ccco3)C3CCCCC3)cc2c1 | -4% | 6% | -5% | 4.0%
CN(C)C(=O)c1ccc(-c2ccc3ncnc(NCc4ccccc4)c3c2)cc1 | 5% | 10% | -4% | -0.7%[11.4 µM]
CCOC(=O)C1=C(C)NC(=S)NC1c1cccc(O)c1 (configuration not stated) | -8% | 4% | 6% | 0.2%
COc1cc(OC)c(NC(=O)Nc2ccc3c(c2)N(C)C(=O)c2ccccc2S3)cc1Cl | ? | -2% | -13%[10.9 µM] | ?

Reprinted from the part before: four compounds, then new ones.
SMILES | p53ts 39C kill | p53ts 32C kill | Peg3 imprint | IkB sig inh
COc1ccc2[nH]c(=O)c(CN(C(=O)c3ccco3)C3CCCCC3)cc2c1 | -4% | 6% | -5% | 4.0%
CN(C)C(=O)c1ccc(-c2ccc3ncnc(NCc4ccccc4)c3c2)cc1 | 5% | 10% | -4% | -0.7%[11.4 µM]
CCOC(=O)C1=C(C)NC(=S)NC1c1cccc(O)c1 (configuration not stated) | -8% | 4% | 6% | 0.2%
COc1cc(OC)c(NC(=O)Nc2ccc3c(c2)N(C)C(=O)c2ccccc2S3)cc1Cl | ? | -2% | -13%[10.9 µM] | ?
CCN(C(=O)CSc1nnc(-c2ccc(Cl)cc2)o1)c1ccccc1 | -4% | -7% | -11%[10.9 µM] | ?
COc1cccc(N2CCN(C(=O)c3cc4c(=O)n(Cc5cccs5)ccc4nc3C)CC2)c1 | -11% | 2% | -5%[10.9 µM] | ?
CCOC(=O)C(C)n1nc(C)c2sc3ccccc3c2c1=O (configuration not stated) | -1% | 5% | 5% | -2.3%
COc1ccccc1Nc1ncnc2c1oc1ccccc12 | -6% | 0% | -9% | 0.5%
O=C(Nc1ccc(N2CCN(C(=O)c3ccco3)CC2)cc1)c1cccc(F)c1 | -9% | 9% | -16% | 2.0%
CCc1ccc(-n2c(-c3ccccc3)c(C)n3c4c(=O)n(C)c(=O)n(C)c4nc23)cc1 | 9% | -10% | 23%[10.9 µM] | -2.5%
CC1CC(C)CN(C(=O)CSc2nnc(-c3ccc(Cl)cc3)o2)C1 (configuration not stated) | -2% | -2% | -18% | -2.9%
CCN(C(=O)c1ccnc(C(C)(C)C)c1)c1ccccc1 | 10% | -1% | 0% | -0.2%
O=C(NCc1ccc(F)cc1)C(=O)NCC(c1cccs1)S(=O)(=O)c1cccs1 (configuration not stated) | 5% | 1% | 21%[10.9 µM] | -1.4%
Cc1ccc(C)c(N2CCN(S(=O)(=O)c3ccc4c(c3)OCCO4)CC2)c1 | -8% | -1% | -17% | ?
Cc1ccc(CCNC(=O)c2sc3ncccc3c2-n2cccc2)cc1 | -23% | 2% | -10%[10.9 µM] | ?
CC(C)NC(=O)c1cc(-c2ccco2)on1 | -2% | -14% | -20% | 2.3%
Cc1ccc(Cn2c(C(=O)O)c(CNC3CCCC3)c3ccc(C)cc32)cc1 | -27% | 15% | -9%[10.9 µM] | -0.1%
CC(CNC(=O)c1ccc(CSc2nc3ccncc3n2Cc2ccc(F)cc2)cc1)c1ccccc1 (configuration not stated) | -22% | 18% | -15%[10.9 µM] | ?
COC(=O)C(C(=O)Nc1ccccc1C)C1CCCC1 (configuration not stated) | 3% | 1% | -4% | -1.1%
O=C(NC1CCCCCC1)c1nc2ncccn2n1 | -9% | -12% | -6% | 0.8%
CC1=C(C(=O)Nc2ccccc2)C(c2ccc3c(c2)OCO3)C2=C(CCCC2=O)N1 (configuration not stated) | 17% | 7% | 6% | 0.8%
COc1ccc(-c2cc(C(=O)Nc3c(C)nn(Cc4ccc(C)cc4)c3C)no2)cc1OC | -7% | 4% | -6%[10.9 µM] | ?
C/C(=N/NC(=O)Cc1c(C)[nH][nH]c1=O)c1ccc(O)cc1 | 7% | -2% | nt | nt
CCNc1ncc2nc(-c3ccccc3)c(=O)n(C[C@H]3CCCO3)c2n1 | 4% | 5% | -2% | -11%[11.4 µM]
CCOC(=O)CN(C(=O)CSc1nnc(CNc2ccc(C)cc2C)o1)c1ccccc1 | -1% | 2% | -2% | 1.4%
CCN(CC)S(=O)(=O)c1ccc(C(=O)Oc2ccc3c(c2)OCO3)cc1 | -6% | 3% | -5% | -0.6%
CCOC(=O)c1ccc(NC(=O)CN2C(=O)CCC2=O)cc1 | 22% | 7% | nt | nt
Cc1cccc(N(C)C(=O)C2CCN(S(=O)(=O)c3cccc4nonc34)CC2)c1 | -20% | 13% | 13%[10.9 µM] | ?

Reprinted from the listing for reference:
SMILES | p53ts 39C kill | p53ts 32C kill | Peg3 imprint | IkB sig inh
CCn1c(SCC(=O)Nc2ccccc2)nc2c([nH]c3ccccc32)c1=O | -24% | -5% | 8%[10.9 µM] | -0.8%
COc1ccc(-c2nc(-c3ccncc3)no2)cc1OC | -12% | -10% | -53%[inhibitor] | ?
